# Bioassay records from PubChem BioAssay.
# ALOX12 inh: Primary qHTS assay for inhibitors of human arachidonate 12S-lipoxygenase (ALOX12): Round 2; Polyunsaturated fatty acid lipoxygenase ALOX12 (Homo sapiens), P18054; AID 1671190, 2021; purified 12hLO, xylenol orange hydroperoxide absorbance; actives 1.1% (n = 580,000); Potency, µM (series often up to 108 µM), for the others: at the top dose activity change, negative = inhibition, usual class: inhibitors; active means well fitted inhibition curve with a large enough effect; inconclusive means small, poorly fitted or top-dose-only effect, or another doubt; inactive means no such curve, though single readings can be large or run the other way
# Target sequence (P18054 whole entry, looked up): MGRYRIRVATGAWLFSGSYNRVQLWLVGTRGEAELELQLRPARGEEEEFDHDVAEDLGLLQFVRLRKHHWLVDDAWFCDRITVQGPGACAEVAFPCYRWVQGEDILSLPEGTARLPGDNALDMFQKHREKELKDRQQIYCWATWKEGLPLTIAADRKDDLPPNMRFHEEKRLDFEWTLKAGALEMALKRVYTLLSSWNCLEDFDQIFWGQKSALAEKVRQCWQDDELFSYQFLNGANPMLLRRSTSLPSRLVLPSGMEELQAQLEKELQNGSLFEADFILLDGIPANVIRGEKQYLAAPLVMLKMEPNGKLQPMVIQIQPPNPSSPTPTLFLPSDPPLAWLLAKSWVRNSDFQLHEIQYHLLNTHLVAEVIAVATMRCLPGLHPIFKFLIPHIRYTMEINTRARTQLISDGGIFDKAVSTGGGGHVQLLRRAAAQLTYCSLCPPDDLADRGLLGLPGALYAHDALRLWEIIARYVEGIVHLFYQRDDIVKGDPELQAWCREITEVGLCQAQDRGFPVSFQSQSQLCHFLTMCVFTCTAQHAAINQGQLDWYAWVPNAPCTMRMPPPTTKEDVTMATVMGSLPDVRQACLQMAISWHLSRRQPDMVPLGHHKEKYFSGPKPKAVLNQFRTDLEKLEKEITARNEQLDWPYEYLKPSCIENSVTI
#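 Purified human 12hLO (150 nM final) in 25 mM Hepes, 0.01% Triton X-100, pH 7.0 was preincubated 15 min at room temperature with compound. Then 40 uM arachidonic acid was added, 30 min. Hydroperoxide was read by Fe-XO absorbance ratio 573/405 nm.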
# Starred values were filed as active, the others as inactive; ? = inconclusive; [ ] = dose if it differs, or a comment. On the % scale 0 is the no-effect control and ±100 the full control effect; potency means the concentration at half of the fitted maximal effect. Only part of the results is shown; count on the stated rates, not on these rows.
mol	ALOX12 inh
Cc1c(CN(C)Cc2cccc3ncccc23)c(=O)n(-c2ccccc2)n1C	-17%
Cc1ccc(C(O)CNC(=O)Nc2ccc(C)cc2C)cc1 (stereo not drawn)	-52%
NC(=O)C1CCN(CC[C@H]2CN(C(=O)Nc3ccc(C(F)(F)F)cc3)CC[C@H]2CC(=O)O)CC1	29%
Cc1n[nH]c(C)c1CCC(=O)N1CC[C@@H](NC(=O)c2cccnc2)[C@H](O)C1	44%[activator]
COCc1nc(C2CCN(C(=O)C3CCC3)C2)no1 (stereo not drawn)	2%
CCN(CC)C(=O)c1sc(NC(=O)c2ccc3c(c2)OCO3)c(C(=O)OC(C)C)c1C	12%
COc1cccc(N2CC(C(=O)NC3CC3)NC2=O)c1 (stereo not drawn)	36%[176 µM]
COCCn1c(=O)n([C@H]2CCCN(C(=O)c3nn(C)c4ccccc34)C2)c2ncccc21	6%
C=CCNC(=O)C(NC(=O)c1ccc2c(c1)OCO2)C1CCN(C(=O)c2ccc(OC)cc2)CC1 (stereo not drawn)	30%[activator]
Fc1ccc(-c2ccc3ncc(Nc4ccnc(N5CCOCC5)c4)n3n2)cc1	14%[176 µM]
Cn1c(=O)c2c(c3ccccc31)OC(C)(C)C=C2	2%
Cc1ccccc1N(C)C1CN(C(=O)c2ccccn2)C1	3%[12.5 µM]
Cn1cnc(S(=O)(=O)N2CCC(Cc3nncn3-c3ccccc3)CC2)c1	25%
CC(=O)c1cccc(NC(=O)Cn2c(Nc3cc(C)cc(C)c3)nc(C)cc2=O)c1	?
O=C(NC(C(=O)N1CCCCC1)C1CCN(C(=O)c2cccs2)CC1)c1ccc2c(c1)OCO2 (stereo not drawn)	-12%
Cc1ccc(CN2CC[C@@H]3CN(S(C)(=O)=O)[C@@H]3C2)cc1C	-1%
C#CCNC(=O)C1=NOC2CN(S(C)(=O)=O)CC12 (stereo not drawn)	2%[12.5 µM]
O=C(NC1CCCCCC1)c1cc(-c2cccs2)on1	-8%
O=C(CSc1ncc(-c2ccc(Br)cc2)o1)NC1CCCCC1	5%
COCCn1c(SCC(=O)c2ccc3c(c2)OCCO3)nnc1-c1ccc(Cl)cc1	6%
CN1C(=O)[C@H]2CN(Cc3c[nH]c4ccccc34)C[C@H]2C1=O	34%[activator]
CNC(=O)c1cc(-c2ccc(OC)c(OC)c2)cc2c1OCCN2Cc1cccnc1	-1%[176 µM]
COCCn1c(SCc2ccc(OC)c(F)c2)nnc1-c1cccc(C)c1	-78%
CC1Sc2ccc(C(=O)NNC(=O)CSc3cccc4cccnc34)cc2NC1=O (stereo not drawn)	7.9µM*
CCC(=O)N1CCN(c2nc3c(s2)CC(C(=O)Nc2ccc(C(C)C)cc2)CC3)CC1 (stereo not drawn)	?

# Copied from the list.
# ALOX12 inh, Cn1cnc(S(=O)(=O)N2CCC(Cc3nncn3-c3ccccc3)CC2)c1 → 25%
# ALOX12 inh, CNC(=O)c1cc(-c2ccc(OC)c(OC)c2)cc2c1OCCN2Cc1cccnc1 → -1%[176 µM]
# ALOX12 inh, Cn1c(=O)c2c(c3ccccc31)OC(C)(C)C=C2 → 2%
# ALOX12 inh, CN1C(=O)[C@H]2CN(Cc3c[nH]c4ccccc34)C[C@H]2C1=O → 34%[activator]
# ALOX12 inh, Fc1ccc(-c2ccc3ncc(Nc4ccnc(N5CCOCC5)c4)n3n2)cc1 → 14%[176 µM]
# ALOX12 inh, C#CCNC(=O)C1=NOC2CN(S(C)(=O)=O)CC12 (stereo not drawn) → 2%[12.5 µM]

# Next part.
mol	ALOX12 inh
Cn1nc(CC(=O)Nc2ccc(F)cc2Cl)c2ccccc2c1=O	-4%
Cc1ccc(-c2cc(C(=O)OCC(=O)N3CCCC3)c3ccccc3n2)o1	?
CCCN(CC1CCOC1)S(=O)(=O)c1ccc(Cl)cc1C (stereo not drawn)	19%
COC(=O)c1c(F)c(F)c(Oc2ccc(C(C)=O)cc2)c(F)c1F	-14%
Cc1ccccc1NC(=O)CN1C(=O)C(c2ccccc2)=NC12CCCCC2	3%
CC(=O)N1CCN(C(=O)c2c[nH]c3ncccc23)CC1	38%[activator][176 µM]
COc1ccc(-n2nc3n(c2=O)CCN(C(=O)c2ccccc2OC)C3)cc1	10%[6.33 µM]
O=Cc1c[nH]c2ccc(F)cc12	20%
CCCCCCCCN1CCS(=O)(=O)N(Cc2ccc(Cl)cc2)C(C(=O)OC)C1 (stereo not drawn)	11%
Cc1ncc2c(c1CNC(=O)c1sccc1S(N)(=O)=O)CCNC2	?
Cc1noc(C)c1CNCC1(COc2cccnc2)C[C@@H](O)[C@@H](O)C1 (stereo partly drawn)	13µM*
COc1ccc(-c2noc(-c3cccn3CC(=O)NCc3ccc(OC)c(OC)c3)n2)cc1F	0%
COC(=O)CC(NC(=O)CCc1ccccc1F)c1cccs1 (stereo not drawn)	7%
CCc1noc(-c2cn(C3CCN(C(=O)c4ccc(F)c(F)c4)C3)nn2)n1 (stereo not drawn)	18%
CC(C)c1onc(-c2c(Cl)cccc2Cl)c1COc1ccc(/C=C/c2cccc(C(=O)O)c2)c(Cl)c1	0%
COc1ccc(C(=O)N[C@@H]2CCC[C@@H]2C(=O)N(C)Cc2ccccc2)cc1	-1%
COc1ccc(C2C(C#N)=C(N)Oc3cc(C)n(Cc4ccc5c(c4)OCO5)c(=O)c32)cc1 (stereo not drawn)	-14%
O=C(Nc1c(F)cccc1F)N1CCOc2ccc(CN3CCc4ccccc4C3)cc2C1	30%[activator]
O=C(Nc1ccon1)c1sc2cccc(Br)c2c1Cl	-5%
Cc1cc(C)cc(C(=O)NCc2nnc3ccc(-c4ccccc4)nn23)c1	?
CCOC(=O)C1=CN(CC(=O)Nc2cccc(C)c2)S(=O)(=O)N=C1C	9%
CCN(Cc1cn(CC2CCCCC2)nn1)S(=O)(=O)c1ccccc1Br	0%
CCOCc1nc(C2CCCN(C(=O)c3ccc(C)cc3)C2)no1 (stereo not drawn)	8%
C[C@H]1[C@@H]2[C@H]3OC(=O)[C@@H](C)[C@@H]3CC[C@@]2(C)CC[C@@H]1NC(=O)Nc1cccc(F)c1	12%[176 µM]
CC(C)CCC(=O)Nc1ccc(C(N)=O)c(Cl)c1	-17%
Cc1ccc(C2C3=C(COC3=O)Nc3n[nH]c(C)c32)cc1 (stereo not drawn)	9%
C#CCN(CC(=O)NC(N)=O)Cc1ccc(C)cc1	-18%
CCN(C)c1ccnc(N2CC[C@@H]3C[C@H](N4CCOCC4)CC[C@@]3(COC)C2)n1	17%
O=C(CN1C(=O)S/C(=C\c2cccc(Cl)c2)C1=O)Nc1ccc2oc(=O)ccc2c1	?
O=C(c1cscn1)N1CCC2(COc3ncccc3S(=O)(=O)N2)C1 (stereo not drawn)	-17%[6.33 µM]
CC1Cc2ccccc2N1C(=O)c1cccc(NS(=O)(=O)c2ccc3c(c2)OCCO3)c1 (stereo not drawn)	-8%
COc1ccc(C(=O)NCCc2ncc(C)n2Cc2ccc(F)cc2)cn1	42%[activator]
CN(CCC#N)C(=O)COC(=O)c1nn(Cc2ccccc2)c(=O)c2ccccc12	?
O=C(Cn1nc(C(=O)O)c2ccccc2c1=O)Nc1ccc(F)c(F)c1	?
COc1ccc(COc2cc3oc(=O)c4cc(C(C)O)ccc4c3cc2OC)cc1 (stereo not drawn)	-26%[57.4 µM]
Cc1ccc(Cc2nn3c(SCC(=O)Nc4ccccc4C(F)(F)F)nnc3[nH]c2=O)cc1	-2%
CCCCn1cnc2c1c(=O)n(CC(O)COc1ccccc1)c(=O)n2CCC (stereo not drawn)	-2%
CCc1cc(=O)n(CC(=O)Nc2cccc(C(C)=O)c2)c(-c2ccccc2)n1	?
O=C(c1cccc(-c2ncc[nH]2)c1)N1CCn2nc(Cc3ccccc3)cc2C1	46%[activator]
CC(=O)N1CCN(C(=O)c2cn(CCN)nn2)[C@H]2CS(=O)(=O)C[C@H]21	?
CC1=NOC2(CCN(Cc3ccc(F)cc3)CC2)C1	53%[activator][176 µM]
Cc1cc(C(F)(F)F)nc(CCNC(=O)c2ccc3ncccc3c2)n1	-2%
O=C1[C@H]2CN(Cc3cc(F)cc(F)c3)C[C@H]2C(=O)N1Cc1ccc2c(c1)OCO2	17%
COCCC(=O)Nc1cccnc1OC1CCN(C)C1 (stereo not drawn)	63%[activator]
Cc1ncc2c(c1CNC(=O)c1cccc(OC(F)F)c1)CCNC2	?
CN(C)CCCC(=O)NC[C@@H]1CC[C@H]2C[C@@H]1C2(C)C	48%[activator][176 µM]
O=C(c1ccc(=O)[nH]c1)N1CC[C@@H]2[C@@H](CCC(=O)N2CCc2cnc[nH]2)C1	-1%
Cc1cc(C)c(NC(=O)CSC2CCCC2)c(Cl)c1	-6%
Cc1c(Cl)cccc1NC(=O)COC(=O)c1cc(=O)c2ccccc2o1	?
O=C1CC(Cc2cc(N3CCCCC3)ncn2)CN1c1ccccc1 (stereo not drawn)	62%[activator]

# (continued)
mol	ALOX12 inh
CC(=O)c1cccc(NC(=O)c2cc(C3CC3)nc3ccccc23)c1	18%
O=C(NCc1ccc2c(c1)OCO2)C1CCN(c2cc(C(F)(F)F)ncn2)CC1	24%
CC(C)CC1NC(=O)N(Cc2cc(F)cc3cccnc23)C1=O (stereo not drawn)	?
O=C(COc1ccc(F)cc1)N1CCN(c2cc(-c3ccccc3)[nH]n2)CC1	54%[activator]
Cc1cccc(-c2noc([C@@H]3Cc4nc[nH]c4CN3)n2)c1	43%[activator][176 µM]
CCOCC1(C)COc2ccc(C(=O)Nc3cccnc3)cc2N1 (stereo not drawn)	?
COC(=O)[C@]1(C#N)[C@H](C)C(=O)N(Cc2ccccc2)[C@@H]1/C=C/c1ccccc1	-18%
O=c1[nH]nc(-c2ccco2)c2c1Nc1nnnn1C2c1ccc(Cl)cc1 (stereo not drawn)	?
CCC(=O)Nc1ccc([C@H]2OCC(=O)N(Cc3ccc(F)cc3)[C@@H]2CO)cc1	15%[176 µM]
CN(Cc1c(F)cccc1Cl)C(=O)CCNC(=O)Nc1ccccc1	27%
CN(C)c1nccnc1OC1CCN(C(=O)c2ccccc2)C1 (stereo not drawn)	22%
O=C(NC1CCCCC1)C1(c2cccc(F)c2)CCC1	41%[activator]
Cc1nc2cc(NC(C)C(=O)Nc3ccc(OC(F)(F)F)cc3)ccc2o1 (stereo not drawn)	0%
COc1ccc(NC(=O)c2ccccc2SCc2ccc(C#N)cc2)cc1OC	35µM*
O=C(CSc1ccccn1)NCc1cccnc1N1CCOCC1	11%
Cc1nc2cccnc2n1CC1CCCN(C(=O)Nc2ccccc2Cl)C1 (stereo not drawn)	2%
CCc1ccccc1NC(=O)C(OC(=O)c1ccccc1)C(OC(=O)c1ccccc1)C(=O)O (stereo not drawn)	51%[activator]
CCn1cc(CN2CCC(N3C(=O)[C@H](OCCOC)[C@@H]3c3ccncc3)CC2)cn1	15%
CCc1noc([C@@H]2CC(F)(F)CN2S(=O)(=O)c2cccnc2)n1	10%
CN1CC(=O)N(C2CCNCC2)Cc2c(NCC(C)(C)C)ncnc21	-14%[6.33 µM]
CSc1ccc(CNC(=O)c2nnn3c2COC(c2ccc(F)cc2)C3)cc1 (stereo not drawn)	6%
O=C(/C=C/c1ccccc1OCc1cccnc1)c1ccc(O)cc1	?
Cc1nc(N2CCCC(Cn3ccnc3)C2)c2sccc2n1 (stereo not drawn)	27%
Cc1[nH]c(-c2ccccc2)nc1C(=O)O	1%
CCCn1cc(-c2ccncc2)cc1C(=O)N1CCCCC1	36%[activator]

# Next section; it opens with the five that closed the last part.
mol	ALOX12 inh
CSc1ccc(CNC(=O)c2nnn3c2COC(c2ccc(F)cc2)C3)cc1 (stereo not drawn)	6%
O=C(/C=C/c1ccccc1OCc1cccnc1)c1ccc(O)cc1	?
Cc1nc(N2CCCC(Cn3ccnc3)C2)c2sccc2n1 (stereo not drawn)	27%
Cc1[nH]c(-c2ccccc2)nc1C(=O)O	1%
CCCn1cc(-c2ccncc2)cc1C(=O)N1CCCCC1	36%[activator]
Fc1ccc(-c2noc(CSc3nncc4ccccc34)n2)cc1	-36%
O=C(Cn1nnc(-c2ccc(F)cc2)n1)c1ccccc1	28%
CS(=O)(=O)N1CCOc2ccc(CCC(=O)N3CCCCC3)cc2C1	35%
c1cncc(OC2CCN(Cc3ccc4c(c3)CN(Cc3ccc5c(c3)CCO5)CCO4)CC2)c1	6%
Cc1cc(C(F)(F)F)nn1CC(=O)NCC1Cn2cccc2C(=O)N1CC(C)C (stereo not drawn)	44%[activator]
Cc1ccc(S(=O)(=O)N(CC(=O)O)Cc2ccc(Cl)c(Cl)c2)cc1	-11%
COc1ccc(NC(=O)N2C[C@@H](F)C[C@H]2C(=O)N2CCc3ccccc3C2)c(C)c1	35%[activator]
CC(C)(C)C1CCC(OCC(O)CN(CCO)CCO)CC1 (stereo not drawn)	7%
CCC/C(=C1/c2ccccc2C(=O)N1c1ccccc1)c1ccc(C=O)o1	-19%
CCC(C)NC(=O)C1(c2ccc(NS(=O)(=O)CC)cc2)CCCCC1 (stereo not drawn)	59%[activator]
OCCNc1nc(N2CCOCC2)nc2ccccc12	14%
O=C(Nc1ccc(Oc2ccccc2)cc1)C(Cc1ccccc1)n1cnnn1 (stereo not drawn)	-9%
COc1ccc(-n2nc3n(c2=O)CCN(C(=O)c2ccc4c(c2)OCO4)C3)cc1	11%[6.33 µM]

# Sorted by value in ALOX12 inh (descending): 3 from the list above.
mol	ALOX12 inh
COc1ccc(NC(=O)c2ccccc2SCc2ccc(C#N)cc2)cc1OC	35µM*
Cc1noc(C)c1CNCC1(COc2cccnc2)C[C@@H](O)[C@@H](O)C1 (stereo partly drawn)	13µM*
CC1Sc2ccc(C(=O)NNC(=O)CSc3cccc4cccnc34)cc2NC1=O (stereo not drawn)	7.9µM*
